# Source: PubChem BioAssay (National Center for Advancing Translational Sciences (NCATS))
# Nrf2 activator: activators of Nrf2 (ARE) signaling. Potency, µM (series often up to 46.1 µM), for inactives: top-dose activation, actives largely listed as activators. AREc32 ARE-luciferase reporter (MCF7-derived line), luminescence, 24 h. 410,000 tested, 0.31% active; note: potency is the fitted concentration of half-maximal effect; % of control where 0% means no effect; nearly all actives have a fitted effect of over 65% in size
#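 Luminescent ARE reporter assay in AREc32_Fluc cells: overnight plating at 37 deg C, 24 hr compound incubation, Steady-Glo added, 30 min RT before reading.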
# CCT chaperon mod: modulators of cytosolic chaperonin (CCT/TRiC) activity; purified chaperonin ATPase assay, HTRF ADP detection, 30 min; 360,000 tested, 0.3% active; activity change, % (concentration not given with the values), hits read low; AID 651819; in the data active = activity change below about -30%; note: % is set by controls: 0 for no effect and ±100 for the full control effect
#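 Enzyme 40 or 20 nM (batch-dependent) in Tris pH 7.4/KCl/MgCl2/DTT; cpd 76 uM single point; ATP 10 uM; 30 min 37 °C; Transcreener ADP HTRF detection, 30 min RT; ratio 665/615.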
# MmCpn inh: inhibitors of Methanococcus maripaludis chaperonin (MmCpn). purified Mm-Cpn ATPase, ADP Transcreener TR-FRET. Potency, µM (series often up to 76.9 µM), without a hit: at the top dose activity, negative = inhibition, hits mostly inhibitors. 330,000 tested, 0.031% active; note: potency is the fitted concentration of half-maximal effect; % is set by controls: 0 for no effect and ±100 for the full control effect; nearly all actives have a fitted effect of over 80% in size
#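 Inhibition of chaperonin ATP hydrolysis is measured as reduced ADP production, detected by competitive TR-FRET in which signal falls with ADP. Final enzyme 25 nM and ATP 10 uM, reacted 30 min at 37°C.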
# Nrf2 block: inhibitors of Nrf2 signaling; A549 ARE-Fluc reporter, luciferase luminescence, 18-24 h; Potency, µM (doses to about 46 µM), for the others: at the highest dose activity change, negative = inhibition, hits mostly inhibitors; 360,000 tested, 2.1% active; note: potency is the fitted concentration of half-maximal effect; % is set by controls: 0 for no effect and ±100 for the full control effect; nearly all actives have a fitted effect of over 60% in size
#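 A549 ARE_Fluc cells, 5000/well, 5% FBS OPTI-MEM; compounds in dose-response, 18-24 h at 37 °C/5% CO2; CellTiter-Fluor viability read (Ex 405/Em 525), then BugLite luciferase luminescence = Nrf2 activity.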
# pAkt inh: Akt phosphorylation inhibition. Neuro2A IGF-stimulated pAkt S473 HTRF, 20 min; hits give low values. activity change, % for hits at 50 µM. 360,000 tested, 0.32% active. AID 651550; in the data active = activity change below about -80%; inconclusive = mostly about -51% to -80%; note: % is set by controls: 0 for no effect and ±100 for the full control effect
#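 Single-point screen (50 µM final compound) in Neuro2A cells stimulated 20 min with 6 nM IGF at 37 deg C. After lysis, Ser473-phosphorylated Akt read by HTRF (ex 330 nm, em 615/665 nm) as the 665/615 ratio.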
# HepG2 viability: counter-screen for TGF-b inhibitors: cytotoxicity in HepG2 cells; HepG2 CAGA-GFP viability, ATP luminescence, 18 h; Potency, µM (series often up to 46.1 µM), inactives show top-dose activity change, negative = cytotoxicity, usual class: cytotoxic; 410,000 tested, 0.76% active; note: potency is the fitted concentration of half-maximal effect; some results filed as inactive show a strong effect at the top dose
#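 CellTiter-Glo luminescence gave cytotoxicity after 18 hours at 37 degrees C. The cells were HepG2 CAGA-GFP in 1% FBS DMEM, stimulated with 500 pg/mL TGF-beta after compound addition. %Activity was normalised to no-cell wells (complete cell-killing) and DMSO (no toxicity), and curves were fitted and classified.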
# Abeta rescue: restores growth of yeast expressing A-beta42 peptide. Potency, µM (doses to about 46.1 µM), inactives show at the top dose growth rescue, hits mostly activators. 410,000 tested, 0.063% active. yeast expressing A-beta42, growth rescue, OD600, 48 h; response scale: 0% DMSO, 100% iron-clioquinol control. AID 1347071; note: potency is the fitted concentration of half-maximal effect; nearly all actives have a fitted effect of over 55% in size
#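 Yeast growth medium received pinned compounds, then yeast cells expressing toxic A-beta were added; plates incubated at 30 C for 48 hr. Growth read as absorbance at 600 nm, normalized to DMSO and equimolar FeCl3 plus clioquinol controls.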
# A549 viability: kills or reduces viability of A549 cells in Nrf2 counter-screen; A549 ARE-Fluc cells, CellTiter-Fluor viability, 18-24 h; Potency, µM (series often up to 46 µM), for the others: at the highest dose activity change, negative = cytotoxicity, actives largely listed as inhibitors; 390,000 tested, 0.16% active; AID 504648; note: potency is the fitted concentration of half-maximal effect; % is set by controls: 0 for no effect and ±100 for the full control effect
#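 A549 ARE-Fluc cells in 5% FBS OPTI-MEM, 5000 cells/well, rested 2 h then exposed to compounds in concentration-response for 18-24 h at 37 °C. Viability by CellTiter-Fluor fluorescence (Ex 405/Em 525) after 30 min; luciferase luminescence (BugLite, 15 min, RT) read afterwards.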
# TGFb inhibitor: blocks TGF-b signaling; HepG2 CAGA-GFP TGF-b/SMAD3 reporter, GFP fluorescence, 18 h; TGF-beta stimulated, 500 pg/mL final; Potency, µM (series often up to 46.1 µM), for the others: at the highest dose activity, negative = inhibition, actives largely listed as inhibitors; 410,000 tested, 1.2% active; note: potency is the fitted concentration of half-maximal effect; % is set by controls: 0 for no effect and ±100 for the full control effect; nearly all actives have a fitted effect of over 65% in size
#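 HEPG2 CAGA-GFP reporter cells (1000/well, DMEM with 1% FBS) received compounds, then recombinant TGF-beta at 500 pg/mL final for 18 hours at 37 degrees C. Per-cell GFP summed per well was normalised to unstimulated and stimulated DMSO controls before curve fitting.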
# * hit, by the source's call; i = inactive; ? = inconclusive; . = no result given; & = joins results of further samples; [ ] = remark or other dose. Unless noted, calls come from the whole dose curve; as a rule, active = well fitted curve in the direction sought with a large enough effect; inconclusive = small, poorly fitted or top-dose-only effect, or another doubt; inactive = no such curve, though single readings can be large; an effect the other way counts as inactive or inconclusive.
Compound | Nrf2 activator | CCT chaperon mod | MmCpn inh | Nrf2 block | pAkt inh | HepG2 viability | Abeta rescue | A549 viability | TGFb inhibitor
Cc1cc2ncc(Cl)nc2cc1C | 2.7% | -0.1 | 1% | -5% | i | 21% | 1% | 4% | 2%
O=C(CSc1nnc(CNC(=O)c2cccs2)o1)Nc1ccccc1F | 0.0% | -1.5 | 0% | 7% | i | 0% | 21% | 4% | -2%
N/C(=N\OC(=O)c1ccc(Cl)cc1)c1[nH]ncc1Br | 14% | -3.5 | -1% | ? | i | -24% | -36%[inhibitor] | ? | 2%
CC(Sc1n[nH]c(N)n1)C(=O)NC1CCCCC1C (stereo not drawn) | -0.2% | -2.6 | 0% | 2% | i | 2% | 8% | 1% | 7%
O=C(NCCN1C(=O)S/C(=C\c2ccccc2F)C1=O)C1CCCN1C(=O)c1cccs1 (stereo not drawn) | 9.1% | 0.4 | 5% | 16% | i | -29% | 0% | 12% | ?
CCOC(=O)/C(C#N)=C/C=C1/C=CC=CN1C | 0.0% | 0.2 | -7% | 9% | i | 5% | -7% | ? | 8%
COc1ccccc1NC(=O)/C(C#N)=C/c1ccc(OCCN2CCOCC2)c(OC)c1 | 0.6% | -0.1 | -8% | 4% | i | 5% | 4% | -4% | -24%
COc1ccc(Cn2c(C(C)C)nc3sc4ccccc4c(=O)c3c2=O)cc1 | -0.9% | 3.5 | -1% | ? | i | -13% | 15% | ? | 0%
CCOC(=O)C1C(=O)CC(=O)CC1CC(C)SCC (stereo not drawn) | -0.1% | 1.0 | 0% | 11% | i | 12% | 3% | -15% | -9%
CC1(C)CC2CC(C)(CN2S(=O)(=O)c2ccc(C(=O)Nc3ccc(S(=O)(=O)N4CCOCC4)cc3)cc2)C1 (stereo not drawn) | 0.8% | -1.0 | -1% | 1.5µM* | i | -1% | -6% | ? | -10%
CN1OC[C@@H]2CN(S(=O)(=O)c3cccc(C(F)(F)F)c3)[C@H](c3ccc(-c4cccnc4)cc3)C[C@@H]21 | -0.8% | -3.8 | . | . | i | -24% | 6% | . | -3%
CC1(C)N=C(N)N=C(N)N1c1ccc(OCCCOc2ccccc2)c(Cl)c1 | -0.2% | 0.7 | -13% | ? | i | -49% | -4% | 12% | -30%
Cn1c(SCC(=O)NC(=O)Cc2ccccc2)nnc1-c1ccc(F)cc1 | -0.7% | -1.5 | 2% | -8% | i | 11% | 4% | -2% | -3%
COC(=O)C1CCN(C2CN(Cc3ccc(F)cc3)S(=O)(=O)C2)CC1 (stereo not drawn) | -0.2% | -0.9 | . | . | i | -5% | -8% | . | -21%
CCCCCNC(=O)c1ccc2c(=O)n(CCCN3CCCC3=O)c(=S)[nH]c2c1 | -0.8% | -1.3 | 1% | ? | i | -49% | -7% | -1% | ?
COc1ccc(/C=C(\C#N)C(=O)Nc2cc(C)c(Cl)cc2OC)cc1O | 1.9% | -2.7 | -2% | -7% | i | -5% | 1% | 0% | 6%
CCOC(=O)CSCc1cn2cc(Cl)ccc2n1 | 0.2% | -1.4 | 0% | 11% | i | 3% | 11% | 9% | 5%
COc1cc(OC)cc(C(=O)N/N=C2/SCC(=O)N2Cc2ccco2)c1 | 0.4% | -2.6 | -5% | -17% | i | -21% | 6% | 9% | -1%
CC(=O)Nc1ccc(S(=O)(=O)N[C@H](C(=O)O)C(C)C)cc1 | 0.3% | -0.9 | 0% | . | i | 6% | 25% | -1% | 8%
COC(=O)c1sc(-c2ccccc2)cc1NC(=O)c1cc(OC)cc(OC)c1 | 0.1% | -0.2 | -1% | 14% | i | -3% | 11% | 0% | 10%
Fc1cccc(/C=N/Nc2nncc3ccccc23)c1 | ? | 0.2 | 0% | ? | i | -39% | -28% | 0% | -6%
COc1ccc(S(=O)(=O)N2CCCC2CNC(=O)C(=O)NC2CCCCCC2)cc1 (stereo not drawn) | 2.0% | -0.3 | 1% | -17% | i | -7% | 0% | 1% | 7%
COc1cc(CNCCc2c[nH]c3ccccc23)cc(Cl)c1OCC(N)=O | 4.4% | -5.0 | 1% | -3% | i | -27% | 3% | 3% | -10%
c1ccc(CN2CCN(c3nc4ccccc4s3)CC2)cc1 | -0.6% | 2.1 | 1% | ? | i | -23% | -9% | 1% | 4%
CCCc1nnc(NC(=O)CC(=O)Nc2ccccc2C(=O)O)s1 | -1.0% | -1.1 | -1% | -8% | i | -17% | 2% | 15% | 23%
CCN(CC)S(=O)(=O)c1ccc(C(=O)N(c2ccc(C)cc2)C2C=CS(=O)(=O)C2)cc1 (stereo not drawn) | 0.0% | -1.4 | -1% | -8% | i | -39% | 0% | -3% | -1%
O=C(CCS(=O)(=O)c1ccccc1Cl)NCc1ccc(F)cc1 | 0.6% | -0.8 | 0% | 20% | i | 9% | -7% | 12% | 8%
COc1ccc(OCC(=O)Nc2cc3c(cc2C(=O)O)OCCCO3)cc1 | 0.0% | -2.7 | ? | -1% | i | 13% | 2% | -2% | 7%
Cc1ccc(SCc2cc(=O)c3c(=O)n(-c4ccccc4)[nH]c3[nH]2)cc1 | 0.2% | 0.7 | 2% | 6% | i | 15% | 5% | 3% | 5%
Nc1ccc(-c2nc3ccccc3s2)cn1 | 13% | -0.7 | ? | ? | i | 21% | 5% | -6% | 9%

# Brought forward from above: 4 compounds, then new ones.
Compound | Nrf2 activator | CCT chaperon mod | MmCpn inh | Nrf2 block | pAkt inh | HepG2 viability | Abeta rescue | A549 viability | TGFb inhibitor
O=C(CCS(=O)(=O)c1ccccc1Cl)NCc1ccc(F)cc1 | 0.6% | -0.8 | 0% | 20% | i | 9% | -7% | 12% | 8%
COc1ccc(OCC(=O)Nc2cc3c(cc2C(=O)O)OCCCO3)cc1 | 0.0% | -2.7 | ? | -1% | i | 13% | 2% | -2% | 7%
Cc1ccc(SCc2cc(=O)c3c(=O)n(-c4ccccc4)[nH]c3[nH]2)cc1 | 0.2% | 0.7 | 2% | 6% | i | 15% | 5% | 3% | 5%
Nc1ccc(-c2nc3ccccc3s2)cn1 | 13% | -0.7 | ? | ? | i | 21% | 5% | -6% | 9%
COc1cccc(S(=O)(=O)NCc2ccc(C(=O)Nc3cccc(Cl)c3)cc2)c1 | 0.6% | -0.5 | 1% | . | i | -3% | -5% | ? | -14%
CN(C)S(=O)(=O)c1cccc(N=C2NN=C(c3ccccc3)CS2)c1 | 11% | -5.3 | -3% | ? | i | -22% | -9% | ? | 0%
Cc1ccc(C)c(NC(=O)CN(C)C(=O)C2CCN(C(=O)Nc3ccccc3)CC2)c1 | -1.2% | -0.2 | 1% | 3% | i | 2% | -1% | -4% | 27%
CCOC(=O)[C@]12CCCC=C1N(Cc1ccco1)C(=O)[C@H](CC(=O)NCCc1ccccc1OC)C2 | 7.7% | -1.2 | . | . | i | . | 1% | . | .
O=C(Nc1ccc(Cl)cc1Cl)N1CCN(c2ncccn2)CC1 | 2.9% | 1.1 | 0% | 1% | i | 12% | 2% | -3% | 3%
COc1ccc2c(c1)CCc1c(C(=O)NC3CCCCC3)noc1-2 | 0.2% | 0.9 | -11% | -2% | i | -7% | 9% | -19% | -2%
Cc1csc(NC(=O)CSc2ccc(-c3ccccn3)nn2)n1 | 3.3% | 1.4 | 1% | ? | i | 41% | ? | -7% | -23%
CN1C(=O)C2(SCC(=O)N2c2ccc(F)cc2)c2ccccc21 (stereo not drawn) | 0.4% | . | . | -8% | . | -16% | -16% | 2% | -1%
CCn1cc(/C=N/NC(=O)COc2cccc3cccnc23)c2ccccc21 | 1.8% | -1.3 | 3% | 10% | i | -39% | 8% | 11% | -1%
O=C1Nc2cc(C(=O)N3CCC(N4CCCCC4)CC3)ccc2S/C1=C\c1ccccc1 | -1.6% | -1.6 | 1% | -24% | . | -83% | -25% | 12% | ?
S=C(Nc1ccc(Cl)cc1)N1CCN(Cc2ccccc2)CC1 | 1.9% | -3.2 | 2% | -11% | i | 2% | -1% | -1% | -17%
COc1cccc(-c2nc3n(n2)CCc2ccccc2-3)c1 | ? | 0.2 | . | . | i | -36% | -8% | . | 0%
O=C(CCCn1c(=O)[nH]c2ccsc2c1=O)N1CCN(c2ccc(Cl)cc2)CC1 | 0.1% | . | . | -18%[9.27 µM] | . | -1% | 1% | -1% | -37%
CCOC(=O)c1c(O)cc(C)[nH]c1=O | -0.2% | -1.0 | 0%&2% | 0% | i | -4% | -11% | 0% | 4%
CC1(C)S[C@@H]2[C@H](NC(=O)[C@H](N)c3ccc(O)cc3)C(=O)N2[C@H]1C(=O)O | 0.0% | 0.6 | 1% | -19% | i | 8% | -2% | 1% | 22%
CCC(=O)Nc1nc(-c2ccccc2)ns1 | 6.8% | 3.2 | -10% | ? | . | -21% | 2% | -23% | -18%
Cc1ccccc1N=Nc1c(C)[nH]n(C(N)=S)c1=O | 1.7% | -1.6 | -2% | 13% | i | -18% | 17% | ? | ?
Cc1cc(C)c2c(n1)SCC(=O)N2CC(=O)Nc1ccccc1C | 0.4% | . | . | 4% | . | 3% | -12% | 6% | ?
CC(C)(C)c1ccc(C(=O)NCc2nnc(SCC(=O)NC3CCCCC3)o2)cc1 | -0.6% | -13 | -2% | 4% | i | 8% | 11% | -12% | -3%
CCCCN(C(=O)c1ccc(N(C)S(=O)(=O)c2ccc(C)cc2)cc1)c1c(N)n(CCCC)c(=O)[nH]c1=O | -0.1% | 0.6 | 1% | -2% | i | -1% | 10% | -11% | 2%
COC(=O)c1sc(NC(=O)c2csc3c2CCCC3)nc1C | -0.3% | -11 | -12% | ? | i | -19% | 1% | -8%[1.84 µM] | -20%
